Giardia kill: Small Molecules that selectively kill Giardia lamblia: qHTS; 340,000 compounds, 0.15% hits; Giardia lamblia trophozoite viability; activity change, % at 7.66 µM, hits read low; in the data active = activity change below about -80%; inconclusive = between about -30% and that limit;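 also: parasites exposed to compound for two days anaerobically before the ATP read; % is scaled to controls: 0 for no effect and ±100 for the full control effect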
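Trophozoite viability was measured as ATP-dependent luminescence, read 15-30 min after reagent addition. Before that, parasites at 100 cells/well were exposed to compounds for 48 h, anaerobically, at 37 deg C.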
BRCA1 expr up: qHTS Assay to Identify Small Molecule Activators of BRCA1 Expression; MCF7-BRCA1-FFLuc reporter, luminescence, 48 h; response scale: scaled: vehicle 0%, 10 µM genistein 100%; 380,000 compounds, 1.1% hits; AID 624202, 2012; Potency, µM (series often up to 46.1 µM), inactives show at the highest dose activation, usual class: activators; also: potency is read from the fitted curve at half-maximal effect; nearly all actives have a fitted effect of over 80% in size; some results filed as inactive show a strong effect at the top dose
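Using MCF7 cells harboring a BRCA1 firefly luciferase reporter, plated 2 h before compound pinning, the screen measured luminescence after 48 h incubation. Responses were normalized to DMSO and 10 microM genistein, then fitted for concentration-effect.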
Rab9 promoter act: qHTS Assay for Rab9 Promoter Activators; Huh7 Rab9 promoter-luciferase reporter, luminescence, 24 h; Potency, µM (titrated, usually from 9.22 µM), without a hit: at the top dose activation, negative = inhibition, usual class: activators; 320,000 compounds, 2.8% hits; AID 485297, 2010; also: potency is read from the fitted curve at half-maximal effect; % of control where 0% means no effect; nearly all actives have a fitted effect of over 60% in size
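Steps: seed 1500 Huh7 Rab9-luc cells per well, rest 2 h at 37 °C; add compound in DMSO; incubate 24 h; add luciferase reagent, 10 min ambient; read luminescence.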
FLuc counter: qHTS profiling assay for firefly luciferase inhibitor/activator using purifed enzyme and Km concentrations of substrates (counterscreen for miR-21 project) | Luciferin 4-monooxygenase (Photinus pyralis), P08659 | purified FLuc, Km substrates, luminescence inhibition | Potency, µM (titrated, usually from 57.5 µM), without a hit: at the highest dose activity change, negative = inhibition, actives largely listed as inhibitors | 360,000 compounds, 6.9% hits | AID 588342, 2011;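 also: potency is read from the fitted curve at half-maximal effect; plate controls were vehicle for no effect and reference inhibitor for full effect; nearly all actives have a fitted effect of over 55% in size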
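Biochemical qHTS of compounds, final roughly 60 µM downward over six points, against 10 nM purified firefly luciferase using Km concentrations of substrates (10 uM D-luciferin, 10 uM ATP) in Tris acetate pH 7.5 buffer; luminescence output.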
Menin-MLL TR inh: qHTS Assay for Inhibitors Targeting the Menin-MLL Interaction in MLL Related Leukemias: Competition With Texas Red Labeled MLL-derived Mutant Peptide. O00255. Menin + Texas Red MLL mutant peptide, fluorescence polarization. 270,000 compounds, 0.23% hits. Potency, µM (doses to about 61.6 µM), without a hit: at the top dose FP activity change, negative = inhibition, most hits filed as inhibitors; active = well fitted inhibition curve with a large enough effect in the polarisation, with a control signal flat, not every such curve was filed as active; inconclusive = small, poorly fitted or top-dose-only effect, or effect the other way, or a change in a side signal; inactive = no such curve, though single readings can be large or run the other way; the % refers to the polarisation; also: potency is read from the fitted curve at half-maximal effect; % of control where 0% means no effect; many of its hits are not listed in these tables
Target sequence (O00255 whole entry, looked up): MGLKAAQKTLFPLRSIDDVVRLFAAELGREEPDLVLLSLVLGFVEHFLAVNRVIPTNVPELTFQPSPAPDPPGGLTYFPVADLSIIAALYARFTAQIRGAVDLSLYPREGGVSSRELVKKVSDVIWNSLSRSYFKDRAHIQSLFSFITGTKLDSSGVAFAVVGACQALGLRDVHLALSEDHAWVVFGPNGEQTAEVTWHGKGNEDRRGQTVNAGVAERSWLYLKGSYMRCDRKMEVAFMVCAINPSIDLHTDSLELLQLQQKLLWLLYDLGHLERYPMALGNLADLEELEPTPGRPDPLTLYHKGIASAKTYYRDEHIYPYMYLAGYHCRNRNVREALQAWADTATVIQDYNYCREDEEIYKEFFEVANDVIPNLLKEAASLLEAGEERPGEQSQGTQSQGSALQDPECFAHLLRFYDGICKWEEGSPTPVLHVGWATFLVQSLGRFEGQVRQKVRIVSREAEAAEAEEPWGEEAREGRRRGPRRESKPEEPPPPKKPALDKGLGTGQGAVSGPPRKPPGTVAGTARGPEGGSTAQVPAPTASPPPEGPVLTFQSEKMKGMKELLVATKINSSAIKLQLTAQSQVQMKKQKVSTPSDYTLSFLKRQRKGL
ELG1 genotox: qHTS screen for small molecules that induce genotoxicity in human embryonic kidney (HEK293T) cells expressing luciferase-tagged ELG1; AID 504466, 2011; HEK293T ELG1-luciferase reporter, luminescence, 16 h; 330,000 compounds, 1.3% hits; Potency, µM (highest dose often 46 µM), inactives show at the highest dose activity change, positive = activation, most hits filed as activators; also: potency is read from the fitted curve at half-maximal effect; % of control where 0% means no effect; nearly all actives have a fitted effect of over 60% in size
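ELG1-luciferase HEK293T cells, 2,000/well; compound pinned in; 16 hr, 37 °C, 5% CO2; ONE-Glo, 30 min RT; luminescence on CCD imager.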
NPC1 prom act: qHTS Assay for NPC1 Promoter Activators; Huh7 NPC1 promoter luciferase reporter, 24 h; Potency, µM (series often up to 9.22 µM), for inactives: at the top dose activation, usual class: activators; 320,000 compounds, 2.4% hits; AID 485313, 2010;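 also: potency is read from the fitted curve at half-maximal effect; % of control where 0% means no effect; nearly all actives have a fitted effect of over 60% in size; reporter is driven by a mutant NPC1 promoter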
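Luminescence read-out of NPC1 promoter-driven luciferase in stably transfected Huh7 cells; compounds delivered in DMSO and left 24 h at 37C, 5% CO2, qHTS titration format.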
p53 reactivation: qHTS assay for re-activators of p53 using a Luc reporter; H1299 p53-A138V BP100-luciferase reporter, luminescence, 24 h; 320,000 compounds, 0.063% hits; Potency, µM (highest dose often 92.2 µM), without a hit: at the top dose activity change, positive = activation, usual class: activators; AID 504706, 2011; also: potency is read from the fitted curve at half-maximal effect; % of control where 0% means no effect; nearly all actives have a fitted effect of over 45% in size
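H1299 (p53-null), stable ts p53-A138V + BP100-Luc; 1000 cells/well, Opti-MEM/10% FBS; cpd 4 pt, 1:5; 24 h, 37 deg C, 5% CO2; detection reagent 10 min RT; luminescence.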
RORgamma inh: qHTS for inhibitors of ROR gamma transcriptional activity; Potency, µM (doses to about 53.6 µM), without a hit: at the top dose activity change, negative = inhibition, most hits filed as inhibitors; Drosophila S2 Gal4-RORgamma UAS-luciferase reporter, 20 h; 310,000 compounds, 5.4% hits; Nuclear receptor ROR-gamma (Mus musculus), P51450; also: potency is read from the fitted curve at half-maximal effect; % is scaled to controls: 0 for no effect and ±100 for the full control effect; nearly all actives have a fitted effect of over 60% in size
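Read-out: Photinus luciferase luminescence; inhibitors lower reporter signal. Insect Schneider cells with Gal4-ROR gamma fusion under metallothionein promoter, UAS reporter; 700 uM final copper sulfate induction, 20 hr, ambient temperature.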
Gal4-VP16 FLuc: VP16 counterscreen qHTS for inhibitors of ROR gamma transcriptional activity; Drosophila S2 Gal4-VP16 UAS-luciferase, luminescence, 20 h; Potency, µM (doses to about 53.6 µM), inactives show top-dose activity, negative = inhibition, actives largely listed as inhibitors; 310,000 compounds, 3.5% hits;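 also: Gal4-VP16 expression switched on by copper sulfate through the metallothionein promoter; potency is read from the fitted curve at half-maximal effect; % is scaled to controls: 0 for no effect and ±100 for the full control effect; nearly all actives have a fitted effect of over 50% in size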
PKM2 act: qHTS Assay for Activators of Human Muscle isoform 2 Pyruvate Kinase. purified PKM2, Kinase-Glo ATP luminescence, activation; response scale: 0% is enzyme alone, no compound. Potency, µM (titrated, usually from 57.5 µM), for the others: top-dose activation, hits mostly activators. 260,000 compounds, 0.34% hits; also: potency is read from the fitted curve at half-maximal effect; % is scaled to controls: 0 for no effect and ±100 for the full control effect; nearly all actives have a fitted effect of over 55% in size
Target sequence (P14618 whole entry, looked up, canonical isoform): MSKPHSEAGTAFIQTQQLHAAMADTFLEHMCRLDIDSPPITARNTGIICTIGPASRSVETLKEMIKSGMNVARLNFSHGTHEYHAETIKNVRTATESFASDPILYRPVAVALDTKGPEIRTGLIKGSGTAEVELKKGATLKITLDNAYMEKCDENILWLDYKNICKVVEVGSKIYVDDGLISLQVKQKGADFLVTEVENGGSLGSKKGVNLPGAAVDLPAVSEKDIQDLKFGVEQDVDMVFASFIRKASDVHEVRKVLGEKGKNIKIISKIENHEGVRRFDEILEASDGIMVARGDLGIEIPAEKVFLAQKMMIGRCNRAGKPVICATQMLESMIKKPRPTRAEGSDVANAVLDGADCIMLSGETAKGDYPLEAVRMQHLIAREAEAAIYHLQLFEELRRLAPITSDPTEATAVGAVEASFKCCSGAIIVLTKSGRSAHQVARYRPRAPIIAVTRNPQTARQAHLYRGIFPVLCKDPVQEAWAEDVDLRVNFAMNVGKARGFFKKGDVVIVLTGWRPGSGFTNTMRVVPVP
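hPK-M2, >95% pure; 0.1 mM ADP / 0.5 mM PEP final; imidazole pH7.2 buffer w/ 7 mM MgCl2, 50 mM KCl; 1 h RT; Kinase-Glo lum. Intermediate enzyme activity for dual inhibitor/activator qHTS.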
Starred values were filed as active, the others as inactive; ? = inconclusive; nt = not tested or not shown; & = joins results of further samples; ! = repeats disagree; [ ] = another dose, or the depositor's remark. Unless noted, calls follow the shape of the dose curve; as a rule, active = well fitted curve in the direction sought with a large enough effect; inconclusive = small, poorly fitted or top-dose-only effect, or another doubt; inactive = no such curve, though single readings can be large; an effect the other way counts as inactive or inconclusive. This is a subset, so the mix of outcomes need not match the whole.

SMILES	Giardia kill	BRCA1 expr up	Rab9 promoter act	FLuc counter	Menin-MLL TR inh	ELG1 genotox	NPC1 prom act	p53 reactivation	RORgamma inh	Gal4-VP16 FLuc	PKM2 act
O=C(NC1CCCCC1)N(CCN1CCCC1)Cc1cc2cc3c(cc2[nH]c1=O)OCCO3	-10	-42%	-6%	3%	-13%	10%	0%	-9%	-15%	-13%	-1%
CC(C)CSc1n[nH]c(=S)s1	-14	20%	-2%	?	-1%	0%	-5%	4%	10µM*	-10%	-30%
Cc1cc(NS(=O)(=O)c2c(C)[nH]c(=O)[nH]c2=O)ccc1Br	19	0%	7%	0%	22%	0%	-2%	2%	-29%	12%	nt
CCC(C)NS(=O)(=O)c1ccc(OCC(=O)NCC2CCCO2)cc1 (configuration not stated)	6	-2%	5%	3%	-4%	0%	-2%	-7%	3%	-10%	-5%
COc1ccccc1NCCC(=O)O	-20	8%	-2%	0%	nt	2%	2%	4%	41%	-1%	0%
O=C(/C=C/Nc1cccc(C(F)(F)F)c1)C(F)(F)F	1	-13%	0%	-6%	31%[activator]	0%	-3%	15%	11%	-1%	-7%
O=C(N/N=C/c1ccc(N2CCOCC2)cc1)c1ccccn1	-27	17%	2.2µM*	6.7µM*	nt	?	2.5µM*	17%	-20%	-4%	-38%
O=C(NCCCN1CCCC1=O)c1nnc(Cc2c(F)cccc2Cl)o1	14	1%	6%	0%	1%	0%	-2%	1%	20%	0%	-2%
CN1C(=O)C2C(c3ccc(N(C)C)cc3)=NN(Cc3ccccc3)C2C1=O (configuration not stated)	1	-11%	-3%	5%	-15%	2%	1%	-2%	9%	2%	12%
CCC(C)C(=O)Nc1ccc(OC)cc1[N+](=O)[O-] (configuration not stated)	-2	17%	-4%	3%	6%	5%	-3%	-6%	7%[10 µM]	1%	4%
CC1CCCC(C)N1C(=O)CSc1nnc(COc2ccc(F)cc2)o1 (configuration not stated)	7	-33%	1%	-4%	-11%	-8%	3%	2%	-5%	-2%	nt
CC1CCc2c(sc(NC(=O)CSc3ncn[nH]3)c2C#N)C1 (configuration not stated)	20	-83%	-33%[inhibitor]	11µM*	nt	-8%	-43%[inhibitor]	-11%	0.32µM*	0.079µM*	15%
O=C(Cn1cnc2ccccc2c1=O)NNC(=O)c1ccccc1	3	1%	-4%	-2%	nt	1%	-1%	5%	29%	3%	-18%
CCc1nc(SCc2ccc(F)cc2)n[nH]1	10	?	19%	-16%	8%	?	12%	-3%	17%	-1%	-4%
NS(=O)(=O)c1ccc(CNC(=O)c2ccc3c(=O)n4c(nc3c2)CCC4)cc1	0	-3%	-6%	-10%	nt	-11%	-5%	-1%	nt	nt	nt
Cc1cnc(C(=O)Nc2ccc(OC(F)(F)F)cc2)cn1	-3	34%	26%	-28%	?	21%	1%	nt	nt	nt	1%
Cc1ccc(Cn2cnc3ccccc32)cc1	-1	-38%	-10%	-11%	-2%	-3%	0%	-1%	?	?	4%
CSc1nc2c(c(=O)[nH]1)C(c1cccc(Cl)c1Cl)CC(=O)N2 (configuration not stated)	11	1%	0%	-4%	-19%	-3%	-7%	-2%	7%	-1%	nt
Cc1c(NP(=O)(Oc2ccccc2F)Oc2ccccc2F)c(=O)n(-c2ccccc2)n1C	-16	-6%	4%	-1%	-2%	1%	0%	1%	11%	8%	0%
COc1cc(F)ccc1CN1CCC(n2nccc2NC(=O)C2CCOC2)CC1 (configuration not stated)	0	-7%	-2%	3%	-10%	-3%	-3%	1%	-13%	-16%	5%
COc1ccc(N(/N=C2\Sc3ccccc3C2=O)C(C)=O)cc1	-3	-5%	?	12µM*	-24%	?	10%	26%	?	19%	nt
CCC(C)Nc1ccc(NC(C)CC)cc1 (configuration not stated)	-101*!	-18%&-23%	2%	-8%	nt	-5%	-19%	-36%[inhibitor]	?	?	nt
O=c1c2ccccc2nc(SCc2nnc(-c3ccccc3)o2)n1-c1ccc(F)cc1F	-4	-37%	3%	2%	-9%	1%	1%	-5%	-2%	7%	-2%
Nn1c(-c2ccccn2)nnc1-c1ccccn1	-22	?	22%	?	0%	?	?	?	8%	7%	-14%
CCOc1ccc(OCC)c(S(=O)(=O)n2cnc(C)c2)c1	-20	0%	-2%	2%	-9%	0%	-1%	-1%	1%	-5%	-1%
CCCCSc1nc2c(cc1C#N)CCC2	-8	2%	-7%	-9%	-18%	?	-4%	19%	-3%[0.365 µM]	nt	9%
COc1ccccc1OCCNC(=O)c1cc(=O)[nH]c2ccccc12	3	1%	-1%	0%	nt	0%	-4%	0%	15%	1%	-8%
Cc1cccc(OCC(=O)Nc2ccc(CN3CCOCC3)cc2)c1C	17	-17%	-3%	-5%	nt	-7%	-6%	-3%	11%	17%	-7%
COc1ccc([C@H]2CC(=O)C=C(c3cccc(C(F)(F)F)c3)C2)cc1	0	1%	-6%	-1%	nt	0%	1%	4%	nt	nt	nt
Cc1ccc(N2C(=O)CC(NCc3ccc4c(c3)OCO4)C2=O)cc1Cl (configuration not stated)	19	40%	-2%	-13%	8%	?	0%	8%	?	8%	0%
O=[N+]([O-])c1ccc(-c2nc(-c3cccs3)c(-c3cccs3)[nH]2)cc1	1	-73%	-10%	-12%	?	-12%	-9%	-5%	?	?	-11%
CC(C)(C)c1ccc(SCCc2ccccn2)cc1	-7	?	3.2µM*	3.8µM*	nt	?	2.2µM*	11%	-1%	16%	3%
C=CCC1(CC=C)CCCN1C(=O)CC1C(=O)NCCN1Cc1ccc(OC)c(OC)c1 (configuration not stated)	11	-18%	-2%	-1%	-11%	3%	-3%	-3%	-1%	4%	-7%
COCCNC(=S)Nc1ccc2[nH]c(=O)[nH]c2c1	-10	-4%	0%	-2%	6%	-3%	-2%	-1%	-1%	4%	5%
CCOC(=O)C1=C(N)N(c2ccccc2)C2=C(C(=O)CCC2)C1c1cccnc1 (configuration not stated)	-4	1%	-4%	0%	-4%	0%	-6%	-5%	5%	1%	-3%
Cc1ccc(C)c(CSc2nnc(C)c(=O)n2N)c1	8	5%	-4%	-1%	9%	-5%	-3%	-3%	13%	-3%	5%
CCOC(=O)c1cccc(S(=O)(=O)N(CCO)Cc2cc3cc(OC)ccc3[nH]c2=O)c1	3	-30%	-3%	-1%	-24%	-4%	1%	4%	10%	-13%	-14%
CC(C)OC(=O)CC(=O)CSc1nc2c(c(-c3cccs3)c1C#N)CCC2	11	0%	-7%	-1%	0%	-3%	-2%	-10%	14%	?	?
O=C(OCCC1Oc2cccnc2NC1=O)c1ccc(F)cc1 (configuration not stated)	4	-2%	-1%	0%	-16%	2%	-3%	4%	14%	3%	0%
COC(=O)c1sccc1NC(=S)N1CCN(c2cccc(C)c2C)CC1	6	-68%	-9%	-2%	-4%	4%	-5%	9%	-18%	24%	8%
CC(=O)Nc1cccc(NC(=O)CSc2nnc(Cc3cccn3C)n2-c2ccc(C)cc2)c1	-1	-2%	-1%	1%	2%	-1%	2%	2%	28%	1%	11%
CCn1cc(C(=O)NCCCOC)c(=O)c2cc(S(=O)(=O)N3CCCC3)ccc21	18	2%	0%	1%&4%	nt	4%	-5%	-6%	2%	0%	nt
CCOC(=O)c1ccc(NNC(=O)CC)c([N+](=O)[O-])c1	5	0%	-3%	6%	11%	2%	-3%	0%	-5%	1%	1%
ONC(=Nc1ccccc1)C(=Nc1ccccc1)NO	25	0%	-3%	1%	8%	2%	7%	2%	0%[10 µM]	-1%	-5%
N#Cc1ccccc1NC(=O)c1cc(=O)c2ccccc2o1	9	8.9µM*	?	-15%	7%	-3%	30%	12%	18%	-6%	-14%
O=C(COc1ccc(-c2ccccc2)cc1)N/N=C/c1cc(O)ccc1Br	-6	-19%	1%	11µM*	?	0%	0%	?	19%	-25%	3%
O=C(CSc1nnnn1-c1ccc(O)cc1)N1N=C(c2ccc3ccccc3c2)CC1c1ccccc1 (configuration not stated)	nt	nt	-1%	1%	nt	0%	-5%	2%	8%	10%	-2%
COc1cccc(NC(=S)NN2C(C)CCCC2C)c1 (configuration not stated)	-1	-15%	-7%	3%	-8%	-5%	1%	3%	2.2µM*	5.6µM*	-6%
